HttQ103 aggreg: mutant huntingtin aggregation inhibition; PC12 HttQ103-GFP aggregates, Acumen cytometry, 40 h; Potency, µM (titrated, usually from 46.1 µM), for inactives: at the top dose activity change, negative = inhibition, usual class: inhibitors; actives 1.1% (n = 220,000); AID 1688; further: potency means the concentration at half of the fitted maximal effect; on the % scale 0 is the no-effect control and ±100 the full control effect; nearly all actives have a fitted effect of over 60% in size
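Huntingtin Q103 exon 1–GFP aggregates in induced PC12 cells (100 nM tebufenozide) were quantified by cytometry from lysates, with compounds dosed in titration.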
KinaseGlo FLuc: counter-screen: inhibitors of Kinase-Glo firefly luciferase | Kinase-Glo luciferase, ATP luminescence, 8 min | actives 0.28% (n = 200,000) | Potency, µM (top dose mostly 38.3 µM), without a hit: at the highest dose activity change, negative = inhibition, usual class: inhibitors; further: potency means the concentration at half of the fitted maximal effect; on the % scale 0 is the no-effect control and ±100 the full control effect; nearly all actives have a fitted effect of over 60% in size
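Compound is pinned into ATP-containing buffer (10 uM ATP, imidazole pH 7.2, 7 mM MgCl2). Kinase-Glo luciferase reagent is then added. Light output is recorded following an 8-min room-temperature incubation.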
CBFb RUNX1 block: blocks binding between human CBF-beta and RUNX1 | Potency, µM (series often up to 59.8 µM), for the others: at the highest dose activity, negative = inhibition, usual class: inhibitors | AlphaScreen CBFb-His/RUNX1-biotin binding, biochemical | 230,000 tested, under 10 active | Q01196+Q13951; further: % of control where 0% means no effect
Target sequence (Q01196 whole entry, looked up): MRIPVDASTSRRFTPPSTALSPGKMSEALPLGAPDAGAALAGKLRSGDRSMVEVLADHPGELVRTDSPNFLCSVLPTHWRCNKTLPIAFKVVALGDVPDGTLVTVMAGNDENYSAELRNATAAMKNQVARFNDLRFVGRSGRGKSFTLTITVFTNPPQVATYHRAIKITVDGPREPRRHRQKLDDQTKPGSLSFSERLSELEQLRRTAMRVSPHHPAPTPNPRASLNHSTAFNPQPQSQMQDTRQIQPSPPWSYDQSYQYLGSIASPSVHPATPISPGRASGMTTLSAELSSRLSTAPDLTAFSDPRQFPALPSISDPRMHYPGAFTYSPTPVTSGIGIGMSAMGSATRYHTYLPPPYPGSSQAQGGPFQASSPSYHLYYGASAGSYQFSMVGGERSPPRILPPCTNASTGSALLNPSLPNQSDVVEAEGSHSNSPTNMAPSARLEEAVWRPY
Target sequence (Q13951 whole entry, looked up): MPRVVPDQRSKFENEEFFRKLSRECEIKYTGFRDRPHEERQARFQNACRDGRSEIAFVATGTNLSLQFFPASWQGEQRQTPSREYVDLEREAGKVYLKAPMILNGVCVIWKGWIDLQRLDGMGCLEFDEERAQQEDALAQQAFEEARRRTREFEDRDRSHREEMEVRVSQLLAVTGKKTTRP
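CBF-beta (His) and RUNX1 (biotin), 30 nM each; 20 min preassociation; + compound, 15 min; + beads 50 ng each (Ni, streptavidin), 90 min; RT; AlphaScreen read.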
Lamin A splicing: changes lamin A minigene splicing in HeLa cells | Potency, µM (top dose mostly 46.1 µM), inactives show top-dose ratio change, negative = inhibition, most hits filed as inhibitors | HeLa LMNA splicing GFP/RFP minigene ratio, 48 h | actives 0.01% (n = 200,000); active means well fitted inhibition curve with a large enough effect in the signal ratio, with a control signal flat, not every such curve was filed as active; inconclusive means small, poorly fitted or top-dose-only effect, or effect the other way, or a change in a side signal; the % refers to the signal ratio; further: potency means the concentration at half of the fitted maximal effect; on the % scale 0 is the no-effect control and ±100 the full control effect
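S3 HeLa cells stably expressing lamin A-EGFP splicing minigene plus DsRed2, 600 cells/well, 48 h compound exposure at 37C. Laser-scanning cytometry; analysed as GFP (500-530 nm)/RFP (575-640 nm) total intensity ratio; 0.5% DMSO vehicle.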
Epigenetic derep: epigenetic control regulation, reporter derepression. murine LDR cells, GFP reporter derepression, 30 h. actives 0.2% (n = 280,000). Potency, µM (series often up to 53.9 µM), without a hit: at the highest dose GFP activation, actives largely listed as activators; further: potency means the concentration at half of the fitted maximal effect; % of control where 0% means no effect; nearly all actives have a fitted effect of over 60% in size
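Derepression of a silenced CMV-GFP reporter in murine LDR cells is scored by enumerating GFP-positive cells with a laser-scanning microplate cytometer after 30 hours of treatment at 37 C.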
IMPase Li cell: IMPase inhibition in cells with lithium potentiation | CHO-M1 cells, IP1 TR-FRET (IP-One), carbachol + lithium | Potency, µM (series often up to 59.4 µM), without a hit: at the top dose activity, negative = IMPase inhibition, hits mostly inhibitors | actives 0.35% (n = 210,000);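 further: IP1 builds up when IMPase is blocked and the TR-FRET signal falls; potency means the concentration at half of the fitted maximal effect; plate controls were basal vehicle for no effect and high inhibitor control for full effect; nearly all actives have a fitted effect of over 50% in size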
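Steps: plate 2000 CHO-M1 cells per well and culture 16–30 h; add compound and lithium; incubate 30 min, 37C; add d2-IP1 tracer and Eu cryptate anti-IP1 antibody in lysis buffer; read after 10 min at room temperature.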
NPSR antag: antagonists of human neuropeptide S receptor cAMP signaling. actives 1% (n = 220,000). Potency, µM (doses to about 38.3 µM), without a hit: top-dose activity change, negative = inhibition, most hits filed as inhibitors. CHO-NPSR cells, cAMP TR-FRET, antagonist mode; further: potency means the concentration at half of the fitted maximal effect; on the % scale 0 is the no-effect control and ±100 the full control effect; nearly all actives have a fitted effect of over 50% in size; many of its hits are not listed in these tables
Target sequence (Q6W5P4 whole entry, looked up): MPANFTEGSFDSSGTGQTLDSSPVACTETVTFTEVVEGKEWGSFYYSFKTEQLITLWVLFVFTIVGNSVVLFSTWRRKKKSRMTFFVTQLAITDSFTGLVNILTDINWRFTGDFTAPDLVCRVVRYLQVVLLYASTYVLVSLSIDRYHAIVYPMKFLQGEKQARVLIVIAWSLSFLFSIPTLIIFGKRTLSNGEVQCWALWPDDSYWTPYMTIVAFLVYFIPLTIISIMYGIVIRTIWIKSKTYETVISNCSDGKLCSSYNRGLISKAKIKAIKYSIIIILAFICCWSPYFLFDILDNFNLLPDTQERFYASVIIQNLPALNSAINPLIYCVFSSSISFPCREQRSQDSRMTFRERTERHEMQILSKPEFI
Numbers without * were called inactive; [ ] = remark or other dose. Unless noted, the call rests on the fitted dose curve; in most records, active means well fitted curve in the direction sought with a large enough effect; inconclusive means small, poorly fitted or top-dose-only effect, or another doubt; inactive means no such curve, though single readings can be large; an effect the other way counts as inactive or inconclusive. Not all compounds are listed; count on the stated rates, not on these rows.

What do the screens show for `Cc1cccc(NC(=O)CS(=O)(=O)Cc2ccccc2)n1`?
HttQ103 aggreg: 8.8%; KinaseGlo FLuc: -3.2%; CBFb RUNX1 block: 0.7%; Lamin A splicing: 8.9%; Epigenetic derep: 1.0%; IMPase Li cell: 24.4%[38.3 µM]; NPSR antag: -4.7%[46.1 µM]

How did Cc1cccc(-c2ncc(CN3CCCC(CO)(Cc4cccc(Cl)c4)C3)cn2)c1 (configuration not stated) do in these assays?
HttQ103 aggreg: 13.4%[9.22 µM]; KinaseGlo FLuc: -1.2%; CBFb RUNX1 block: 1.8%; Lamin A splicing: inconclusive; Epigenetic derep: 1.1%; IMPase Li cell: 15.0%; NPSR antag: inconclusive

Results for CC1C/C(=N\NC(=O)CCc2ccc(S(=O)(=O)N3CCOCC3)cc2)CC(C)(C)C1 (configuration not stated) ?
HttQ103 aggreg: 3.5%; KinaseGlo FLuc: 5.4%; CBFb RUNX1 block: -2.4%; Lamin A splicing: -10.4%; Epigenetic derep: -0.1%; IMPase Li cell: 10.9%; NPSR antag: 13.1%

What do the screens show for `CCn1c2ccccc2c2cc(NC(=O)COC(=O)c3ccccc3Br)ccc21`?
HttQ103 aggreg: inconclusive; KinaseGlo FLuc: -0.5%; CBFb RUNX1 block: 0.5%; Lamin A splicing: -12.9%; Epigenetic derep: 1.1%; IMPase Li cell: 5.5%; NPSR antag: -14.2%

How did Cn1c(=O)cc(SCC(=O)N2CCCC2)c2cc(Cl)ccc21 do in these assays?
HttQ103 aggreg: inconclusive; KinaseGlo FLuc: 2.4%; CBFb RUNX1 block: 3.8%; Lamin A splicing: -5.8%; Epigenetic derep: -1.1%; IMPase Li cell: 11.2%[38.3 µM]; NPSR antag: -18.1%[46.1 µM]

Results for O=C(O)C12CC3CC(C1)CC(n1ncc(NCc4ccccc4)c(Cl)c1=O)(C3)C2 ?
HttQ103 aggreg: -15.0%; KinaseGlo FLuc: -1.3%; CBFb RUNX1 block: 4.1%; Lamin A splicing: inconclusive; Epigenetic derep: -1.6%; IMPase Li cell: -2.5%; NPSR antag: 32.0%

What do the screens show for `Cc1ccc(-c2nsc3c(N4CCN(C(=O)c5ccco5)CC4)ncnc23)cc1`?
HttQ103 aggreg: -25.4%; KinaseGlo FLuc: -6.6%; CBFb RUNX1 block: -2.4%; Lamin A splicing: 0.3%; Epigenetic derep: -0.2%; IMPase Li cell: -1.4%[38.3 µM]; NPSR antag: -21.0%[46.1 µM]

What do the screens show for `CCCc1nnc(NS(=O)(=O)c2ccc(OC)cc2)s1`?
HttQ103 aggreg: 23.1%[9.22 µM]; KinaseGlo FLuc: 0.4%; CBFb RUNX1 block: -8.0%; Epigenetic derep: -2.3%; IMPase Li cell: -3.4%; NPSR antag: 14.1%

Results for CCOc1ccc(C(=O)n2cnnc2N)cc1 ?
HttQ103 aggreg: -22.4%[9.22 µM]; CBFb RUNX1 block: 5.6%; Epigenetic derep: 2.2%; NPSR antag: 15.0%

What do the screens show for `Cc1nc2cc(S(=O)(=O)C(F)(F)F)ccc2s1`?
HttQ103 aggreg: 4.2%; KinaseGlo FLuc: -1.2%; CBFb RUNX1 block: 11.2%; Lamin A splicing: -3.4%; Epigenetic derep: 2.4%; IMPase Li cell: -7.2%[38.3 µM]; NPSR antag: -6.3%[46.1 µM]

What do the screens show for `O=C(Nc1ccc(Cl)cn1)c1cccc(S(=O)(=O)N2CCOCC2)c1`?
HttQ103 aggreg: 16.7%; KinaseGlo FLuc: -4.3%; CBFb RUNX1 block: 6.7%; Lamin A splicing: -12.4%; Epigenetic derep: 1.0%; IMPase Li cell: 16.8%[38.3 µM]; NPSR antag: -7.1%[46.1 µM]

How did COc1cccc(OCc2nc(-c3cccc([N+](=O)[O-])c3)no2)c1 do in these assays?
HttQ103 aggreg: -11.2%; KinaseGlo FLuc: -0.7%; CBFb RUNX1 block: 0.0%; Epigenetic derep: 1.6%; IMPase Li cell: 6.7%; NPSR antag: 3.9%

How did O=C1COc2ccc(C(=O)COC(=O)CNC(=O)c3ccccc3)cc2N1 do in these assays?
HttQ103 aggreg: 14.2%; KinaseGlo FLuc: -0.2%; CBFb RUNX1 block: 19.4%; Lamin A splicing: 0.3%[46 µM]; Epigenetic derep: -2.8%; IMPase Li cell: 0.0%; NPSR antag: 3.0%

What do the screens show for `O=C(OCC(=O)N1CCN(c2ccccc2)CC1)c1ccco1`?
HttQ103 aggreg: -0.5%; KinaseGlo FLuc: -1.3%; CBFb RUNX1 block: 7.7%; Lamin A splicing: 1.4%; Epigenetic derep: -1.0%; IMPase Li cell: 17.4%[38.3 µM]; NPSR antag: 2.4%[46.1 µM]

Results for COc1ccc(-n2c(SCc3cccnc3)nc3c(c2=O)SCC3)cc1OC ?
HttQ103 aggreg: 4.0%; KinaseGlo FLuc: 0.2%; CBFb RUNX1 block: inconclusive; Lamin A splicing: 4.8%[9.22 µM]; Epigenetic derep: -3.4%; IMPase Li cell: -7.5%; NPSR antag: -5.6%

What do the screens show for `CC(C)C(=O)NC(=S)Nc1ccc(S(=O)(=O)N(C)Cc2ccccc2)cc1`?
HttQ103 aggreg: -27.2%; KinaseGlo FLuc: -1.0%; CBFb RUNX1 block: 7.2%; Lamin A splicing: inconclusive; Epigenetic derep: 1.5%; IMPase Li cell: 5.9%[38.3 µM]; NPSR antag: inconclusive

Results for CCC12CN(C(=O)c3ccc(OC)cc3)CC(CC)(CN(C(=O)c3ccc(OC)cc3)C1)C2=O ?
HttQ103 aggreg: 3.6%; KinaseGlo FLuc: -0.5%; CBFb RUNX1 block: 2.2%; Lamin A splicing: 9.3%; Epigenetic derep: 3.0%; IMPase Li cell: 4.3%[38.3 µM]; NPSR antag: -10.2%[46.1 µM]

Results for C/C(=N\O)C(C)(C)NC(=O)Nc1ccc(Cl)cc1 ?
HttQ103 aggreg: -6.2%; KinaseGlo FLuc: -3.9%; CBFb RUNX1 block: 1.6%; Lamin A splicing: 2.8%; Epigenetic derep: -0.1%; IMPase Li cell: 8.9%[38.3 µM]; NPSR antag: 15.1%[46.1 µM]

Results for CC(C)(C)C(=O)Nc1ncc(C(F)(F)F)cc1Cl ?
HttQ103 aggreg: -26.3%; KinaseGlo FLuc: 0.2%; CBFb RUNX1 block: -2.0%; Lamin A splicing: 0.9%; Epigenetic derep: 0.9%; IMPase Li cell: 7.2%[38.3 µM]; NPSR antag: -3.2%[46.1 µM]

What do the screens show for `Nc1cc(=O)[nH]c(SCc2csc(-c3ccccc3)n2)n1`?
HttQ103 aggreg: 6.1%; KinaseGlo FLuc: -4.7%; CBFb RUNX1 block: -22.5%; Lamin A splicing: inconclusive; Epigenetic derep: -1.0%; IMPase Li cell: 2.9%; NPSR antag: 12.6%

In the list so far, 2 contain fluorine:
What do the screens show for `Cc1nc2cc(S(=O)(=O)C(F)(F)F)ccc2s1`?
HttQ103 aggreg: 4.2%; KinaseGlo FLuc: -1.2%; CBFb RUNX1 block: 11.2%; Lamin A splicing: -3.4%; Epigenetic derep: 2.4%; IMPase Li cell: -7.2%[38.3 µM]; NPSR antag: -6.3%[46.1 µM]

Results for CC(C)(C)C(=O)Nc1ncc(C(F)(F)F)cc1Cl ?
HttQ103 aggreg: -26.3%; KinaseGlo FLuc: 0.2%; CBFb RUNX1 block: -2.0%; Lamin A splicing: 0.9%; Epigenetic derep: 0.9%; IMPase Li cell: 7.2%[38.3 µM]; NPSR antag: -3.2%[46.1 µM]

(more compounds)
Results for CN(CC(=O)N1CCN(c2cccc(Cl)c2)CC1)S(=O)(=O)c1cccs1 ?
HttQ103 aggreg: -28.6%; KinaseGlo FLuc: -1.3%; CBFb RUNX1 block: -5.2%; Lamin A splicing: -20.2%; Epigenetic derep: -1.0%; IMPase Li cell: 42.4%[activator][38.3 µM]; NPSR antag: -6.5%[46.1 µM]

How did CC(=O)Nc1ccc(S(=O)(=O)NCc2ccc(C)cc2)cc1 do in these assays?
HttQ103 aggreg: -22.5%; KinaseGlo FLuc: -5.0%; CBFb RUNX1 block: 4.6%; Lamin A splicing: inconclusive; Epigenetic derep: 3.5%; IMPase Li cell: 19.7%[38.3 µM]; NPSR antag: 5.9%[46.1 µM]

How did CSc1nc(Cl)c(C#N)c(-c2ccc(C)cc2)n1 do in these assays?
HttQ103 aggreg: 0.3%; KinaseGlo FLuc: -4.6%; CBFb RUNX1 block: 3.6%; Lamin A splicing: -13.3%; Epigenetic derep: -1.4%; IMPase Li cell: inconclusive; NPSR antag: -3.7%[46.1 µM]

How did CCOC(=O)c1c(-c2ccc(C)o2)csc1NC(=O)CN1CCN(CC)CC1 do in these assays?
HttQ103 aggreg: -4.8%; KinaseGlo FLuc: 3.8%; CBFb RUNX1 block: 7.7%; Lamin A splicing: -6.4%; Epigenetic derep: 0.0%; IMPase Li cell: 20.2%[38.3 µM]; NPSR antag: 0.4%[46.1 µM]

What do the screens show for `CN(C)N1C(N)=C(C#N)C(c2ccsc2)C2=C1CCCC2=O` (configuration not stated)?
HttQ103 aggreg: -2.2%; KinaseGlo FLuc: -4.7%; CBFb RUNX1 block: 3.7%; Lamin A splicing: 7.8%; Epigenetic derep: 0.0%; IMPase Li cell: 0.1%; NPSR antag: -1.4%

What do the screens show for `CCN(Cc1cc2cc(C)ccc2[nH]c1=O)S(=O)(=O)c1ccccc1`?
HttQ103 aggreg: 11.7%; KinaseGlo FLuc: -1.3%; CBFb RUNX1 block: -4.6%; Lamin A splicing: -6.2%; Epigenetic derep: -4.0%; IMPase Li cell: -1.7%[38.3 µM]; NPSR antag: -22.1%[46.1 µM]

What do the screens show for `CCCN(CCO)Cc1cccc(Br)c1`?
HttQ103 aggreg: 3.2%; KinaseGlo FLuc: -0.6%; CBFb RUNX1 block: 9.0%; Lamin A splicing: -0.9%; Epigenetic derep: 1.1%; IMPase Li cell: 23.1%[38.3 µM]; NPSR antag: -5.1%[46.1 µM]

How did O=C(NC(=S)N(Cc1ccccc1)Cc1ccccc1)C1CCCCC1 do in these assays?
HttQ103 aggreg: inconclusive; CBFb RUNX1 block: -0.8%; Lamin A splicing: 6.2%; Epigenetic derep: 0.0%; NPSR antag: inconclusive

How did Cc1cc2c(=O)oc(-c3ccc(F)cc3)nc2s1 do in these assays?
HttQ103 aggreg: -12.7%[9.22 µM]; KinaseGlo FLuc: -2.6%; CBFb RUNX1 block: -2.4%; Epigenetic derep: 0.0%; IMPase Li cell: 5.4%; NPSR antag: -5.7%

Results for Cc1nn(C)c(C(=O)Nc2ccn(Cc3c(F)c(F)cc(F)c3F)n2)c1[N+](=O)[O-] ?
HttQ103 aggreg: 8.1%; KinaseGlo FLuc: -5.3%; CBFb RUNX1 block: -3.4%; Lamin A splicing: -2.9%; Epigenetic derep: -5.6%; IMPase Li cell: 27.2%[38.3 µM]; NPSR antag: -12.7%[46.1 µM]

From PubChem
